# Bioassay records deposited in PubChem by several laboratories.
# RGS4-Gao reg: human RGS4-Galphao interaction regulation; P09471; Multiplexed bead flow cytometry, RGS4-Galphao binding; actives lie on both sides; binding response (% of control), % at 10 µM; 220,000 tested, 0.33% active; in the data active = binding response below about 49% or above about 150%; inactive = in between;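 note: fluorescent Galphao activated with aluminum fluoride binding bead-coupled RGS4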
# Bim-Bcl-B: human Bim-Bcl-B interaction inhibition; Q9HD36; inhibition, % at 10 µM; 190,000 tested, 0.073% active; bead-based flow cytometry, Bim peptide-Bcl-B binding;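 note: 0% = tracer peptide without compound and 100% = reference inhibitor peptide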
# Target sequence (Q9HD36 whole entry, looked up): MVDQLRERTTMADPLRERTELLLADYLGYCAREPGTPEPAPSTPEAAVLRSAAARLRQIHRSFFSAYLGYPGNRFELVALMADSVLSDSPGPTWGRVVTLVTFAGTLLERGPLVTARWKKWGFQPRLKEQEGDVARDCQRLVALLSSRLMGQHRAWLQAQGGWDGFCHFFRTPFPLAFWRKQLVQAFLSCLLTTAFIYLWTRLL
# RGS7-Gao reg: modulates binding of RGS7 to human Galphao. P09471. binding response (% of control), % at 10 µM. 220,000 tested, 0.35% active. AID 1439. Multiplexed bead flow cytometry; actives lie on both sides; in the data active = binding response below about 49% or above about 150%; inconclusive = no clear call, values can overlap the other calls; inactive = in between;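 note: fluorescent Galphao held in activated GDP-AlF4 state binding bead-coupled RGS7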
# Mcl1-Noxa inh: Mcl-1/Noxa interaction inhibition; Q07820; TR-FRET Mcl-1/Noxa peptide binding, 2 h; inhibition, % at 21.7 µM; 220,000 tested, 1.5% active; AID 1022;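 active = compounds that cut the protein-peptide binding signal by more than 50% relative to plate controls in a single-dose test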;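 note: His-tagged Mcl-1 with rhodamine Noxa BH3 peptide and terbium anti-His antibody; 0% = Mcl-1 plus Noxa peptide wells and 100% = peptide-only wells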
# Bfl-1 Bim block: disrupts Bim binding to human Bfl-1; Bead-based flow cytometry, Bim-Bfl-1 binding inhibition; 190,000 tested, 0.12% active; inhibition, % at 10 µM; Q16548;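 note: 0% = wells without compound plus tracer and 100% = blocker peptide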
# Mcl1-Bid inh: disrupts binding of human Mcl-1 to Bid peptide. Q07820. TR-FRET Mcl-1/Bid-Dy647 peptide binding, 1536-well. inhibition, % at 21.7 µM. 220,000 tested, 0.97% active. AID 1021;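 active = compounds that cut the binding signal by more than half at the single screening dose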;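 note: His-tagged Mcl-1 with europium anti-His antibody binding Bid BH3 peptide; 0% = Mcl-1 plus peptide wells and 100% = peptide-only wells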
# Bcl-2 Bim block: disrupts Bim peptide binding to human Bcl-2 | inhibition, % at 10 µM | AID 950 | P10415 | Bead-based flow cytometry, Bim peptide-Bcl-2 binding | 190,000 tested, 0.06% active; in the data active = inhibition above about 40%; inconclusive = no clear call, values can overlap the other calls;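 note: 0% = no compound wells with probe peptide and 100% = reference peptide inhibitor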
# Target sequence (P10415 whole entry, looked up): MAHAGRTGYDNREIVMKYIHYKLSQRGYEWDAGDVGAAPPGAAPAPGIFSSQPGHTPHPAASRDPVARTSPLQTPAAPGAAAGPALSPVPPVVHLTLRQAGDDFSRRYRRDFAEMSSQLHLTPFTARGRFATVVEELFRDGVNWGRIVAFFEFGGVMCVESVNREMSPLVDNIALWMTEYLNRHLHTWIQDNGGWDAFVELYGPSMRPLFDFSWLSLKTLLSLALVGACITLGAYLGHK
# Bim-Mcl-1: inhibitors of Bim-Mcl-1 interaction, human. Q07820. Bead-based flow cytometry, Bim peptide-Mcl-1 binding. inhibition, % at 10 µM. 190,000 tested, 0.1% active. AID 1009;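 note: 0% = no compound tracer wells and 100% = peptide blocker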
# RGS8-Gao: human RGS8-Galphao interaction regulation. response (percent of control binding), % at 10 µM. multiplexed bead flow cytometry, RGS8-Galphao binding; actives lie on both sides. 220,000 tested, 0.34% active. P09471. AID 1423; in the data active = response below about 60% or above about 140%; inactive = in between;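 note: Galphao activated as the GDP aluminium fluoride complex binding bead-coupled RGS8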
# Bim-Bcl-W: inhibitors of Bim-Bcl-W interaction, human; Q92843; bead-based flow cytometry, Bim peptide-Bcl-W binding; inhibition, % at 10 µM; 190,000 tested, 0.02% active;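 note: 0% = bound tracer without compound and 100% = peptide blocker; higher means less fluorescent Bim peptide bound to Bcl-W beads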
# Target sequence (Q92843 whole entry, looked up): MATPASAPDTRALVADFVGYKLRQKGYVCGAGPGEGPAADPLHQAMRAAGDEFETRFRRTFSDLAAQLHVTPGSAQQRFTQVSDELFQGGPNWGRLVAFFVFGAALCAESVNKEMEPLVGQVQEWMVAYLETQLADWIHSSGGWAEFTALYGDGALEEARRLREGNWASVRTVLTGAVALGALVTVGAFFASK
# Bim-Bcl-XL: human Bim-Bcl-XL interaction inhibition | Q07817 | Bim peptide-Bcl-XL binding, bead flow cytometry, fluorescence | inhibition, % at 10 µM | 190,000 tested, 0.04% active | AID 1007
# Target sequence (Q07817 whole entry, looked up): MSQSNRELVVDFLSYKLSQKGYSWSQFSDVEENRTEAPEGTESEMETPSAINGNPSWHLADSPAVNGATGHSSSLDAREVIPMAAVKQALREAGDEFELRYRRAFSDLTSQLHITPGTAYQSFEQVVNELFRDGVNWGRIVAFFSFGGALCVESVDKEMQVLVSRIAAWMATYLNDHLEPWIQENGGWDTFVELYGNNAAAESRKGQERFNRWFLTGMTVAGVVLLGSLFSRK
# * hit, by the source's call; u = inconclusive; x = no result given. Cut-off read from the data, not from the text of the source, unless noted: active = inhibition above about 40%.
RGS4-Gao reg,Bim-Bcl-B,RGS7-Gao reg,Mcl1-Noxa inh,Bfl-1 Bim block,Mcl1-Bid inh,Bcl-2 Bim block,Bim-Mcl-1,RGS8-Gao,Bim-Bcl-W,Bim-Bcl-XL,smiles
100.1,-3.0,97.5,2.5,-11.0,-9.9,0.0,3.0,99.1,3.0,0.0,COc1ccc(CNc2nn[nH]n2)cc1OC
106.8,0.0,100.2,16.0,1.0,6.2,-4.0,0.0,99.4,2.0,-2.0,COc1cccc(NC(=O)COC(=O)CCS(=O)(=O)c2ccc(C)cc2)c1
94.4,0.0,93.1,-3.5,0.0,4.2,-1.0,-2.0,98.0,-2.0,0.0,CCOC(=O)C(C)CC(C)C(=O)N1CCOCCN(C(=O)C(C)CC(C)C(=O)OCC)CCOCC1 (centres undefined)
91.9,-35.0,91.7,-3.2,-6.0,33.1,-15.0,-11.0,96.8,-15.0,-7.0,COc1ccc(/C=C(\C#N)C(=O)OCC(=O)NCc2ccccc2Cl)cc1
85.2,-1.0,78.3,7.2,0.0,-13.7,-1.0,0.0,92.8,0.0,1.0,COc1cccc(C(=O)NNC(=O)Cc2ccc(Cl)cc2)c1
98.2,-3.0,97.9,-14.7,-5.0,0.6,-3.0,-3.0,100.2,-4.0,-5.0,c1ccc2sc(C3CCN(Cc4nnnn4Cc4ccc5c(c4)OCO5)CC3)nc2c1
99.2,x,u,5.8,x,-8.6,x,x,100.4,x,x,Cc1ccc(S(=O)(=O)NNC(=O)c2c(O)c3ccccc3[nH]c2=O)cc1
102.0,-3.0,99.3,-10.1,-3.0,-26.3,-3.0,-3.0,102.9,-1.0,-7.0,Cc1nn(CCOc2ccccc2)c(=O)n1-c1ccc(F)cc1
97.2,-6.0,99.1,8.2,-7.0,-63.6,-7.0,1.0,98.8,2.0,7.0,Cc1ccc(/C=C(\C#N)c2nc3ccccc3[nH]2)s1
110.3,x,u,11.3,x,1.6,x,x,106.9,x,x,Cc1cc(C)n(-c2nc(NCCCN(C)C)c3c4c(sc3n2)CCCC4)n1
118.6,x,u,-14.5,x,7.6,x,x,106.3,x,x,Cc1ccc2cc(CN(c3ccccc3)S(=O)(=O)c3ccccc3)c(=O)[nH]c2c1
101.2,-5.0,101.5,6.8,-21.0,-7.4,-5.0,0.0,102.5,0.0,-4.0,Cc1cc(OCC(=O)N2CCOCC2)cc2oc(=O)c3ccccc3c12
93.6,0.0,101.2,-4.5,0.0,-29.0,3.0,2.0,93.5,0.0,1.0,CC(Oc1ccccc1)C(=O)N1CCCc2ccccc21 (centres undefined)
95.7,-7.0,100.4,-3.4,-18.0,-9.3,-10.0,-1.0,99.8,-1.0,-2.0,CCCCNC(=O)CCn1c(=O)c2ccccc2n(CC(=O)N2CC(C)CC(C)C2)c1=O (centres undefined)
96.3,-7.0,95.3,-7.3,5.0,-11.5,4.0,-5.0,101.7,-5.0,-7.0,CCCN1C2CCCC1CC(NC(=O)C1CCCCC1)C2 (centres undefined)
101.6,-3.0,103.7,5.1,0.0,-10.6,-6.0,-1.0,99.6,1.0,-4.0,Cc1ccc(CN(CCO)CCO)cc1
114.1,-2.0,115.5,28.2,-12.0,-16.2,-6.0,-1.0,107.0,0.0,-4.0,O=C(COC(=O)C12CC3CC(CC(O)(C3)C1)C2)N1CCN(S(=O)(=O)c2ccc(Cl)cc2)CC1
103.1,x,u,-3.5,x,-30.6,x,x,98.6,x,x,CCC(=O)N1CCC2(CC1)Oc1ccc(Cl)cc1C(=O)C21CC(c2ccc(Cl)cc2)=NO1 (centres undefined)
96.8,-6.0,97.2,12.6,-9.0,-21.2,-6.0,-3.0,99.5,2.0,-14.0,COc1ccccc1-n1c(SCC(=O)Nc2ccc3c(c2)OCO3)nc2c(c1=O)SCC2
120.4,-13.0,128.5,-2.3,-8.0,-4.7,-5.0,3.0,119.1,-3.0,-8.0,CCN(CC)C(=O)C1CCN(S(=O)(=O)c2cccc3nonc23)CC1
100.6,0.0,101.9,27.6,-2.0,-4.3,-2.0,0.0,102.3,1.0,0.0,CC(=O)Nc1cccc(-c2csc(Nc3ccc(C)cn3)n2)c1
99.0,-2.0,u,23.4,-4.0,-15.8,0.0,-1.0,100.8,0.0,0.0,O=S(=O)(Nc1ncccn1)c1ccc(NS(=O)(=O)c2cccc(Cl)c2Cl)cc1
112.4,-3.0,108.9,-0.7,-5.0,-17.4,1.0,0.0,108.2,-3.0,0.0,COc1ccc(C(=O)N2CCCC(c3ccccc3)=N2)cc1
94.6,-6.0,95.4,15.1,-3.0,-0.8,-13.0,4.0,92.3,-2.0,-2.0,COc1ccccc1N1CCN(C(=O)c2oc3cc(C)cc(C)c3c2C)CC1
94.1,-5.0,94.5,17.0,-6.0,-27.4,-4.0,-8.0,96.5,0.0,-1.0,C/C(=N\Nc1cccc2cccnc12)c1ccccc1O
106.7,-3.0,106.8,-5.7,0.0,-38.9,-2.0,-3.0,98.9,-3.0,-2.0,CCCCOC(=S)NC(=O)c1sc2ccccc2c1Cl
94.6,-7.0,94.7,0.8,-8.0,-8.1,-11.0,-1.0,97.3,-2.0,-3.0,O=C(NNS(=O)(=O)c1ccccc1)c1cccs1
98.9,3.0,98.5,33.3,-5.0,-36.5,-6.0,-3.0,103.0,1.0,-9.0,CN=C1NN=C(c2cc(C)n(-c3c(C)n(C)n(-c4ccccc4)c3=O)c2C)CS1
99.8,-2.0,100.1,-11.0,-1.0,-6.0,2.0,1.0,100.1,-1.0,0.0,COc1ccc(-c2ccc(-c3noc(-c4ccccc4)n3)c(OC)n2)cc1
100.7,-11.0,100.9,14.3,-15.0,41.2,-13.0,-3.0,100.0,0.0,-5.0,COc1ccc(N2CCN(Cc3ccc(Br)s3)CC2)cc1
99.9,-7.0,95.3,17.7,-13.0,3.8,-6.0,-2.0,101.0,5.0,-19.0,O=C(Oc1cc(-c2ccccc2)no1)c1ccc(F)cc1
101.1,0.0,97.6,-13.9,-4.0,2.8,2.0,1.0,104.9,0.0,0.0,O=[N+]([O-])c1cccnc1NCc1cccs1
100.5,0.0,u,11.2,3.0,-30.4,-1.0,0.0,102.9,0.0,2.0,COc1ccc(C(=O)c2nccc3ccccc23)cc1
102.0,-5.0,99.2,8.5,-11.0,-10.7,-3.0,-1.0,107.6,0.0,-3.0,CCOC(=O)C1=C(C)N=C2SCCC(=O)N2C1c1ccc(C(=O)OC)cc1 (centres undefined)
97.9,-5.0,97.8,4.2,-11.0,-18.9,-5.0,-1.0,103.2,0.0,-2.0,CCN1CCN(C(=O)CS(=O)(=O)Cc2nc(-c3ccc(C)cc3)oc2C)CC1
101.3,-8.0,u,10.1,5.0,-9.0,0.0,7.0,100.0,2.0,1.0,COc1ccc(N/C=C/c2nc(SC)nnc2C)cc1
98.5,-5.0,97.3,-2.6,-9.0,-6.0,-6.0,-6.0,89.7,-4.0,-8.0,CC(=O)Nc1nc(N)n(-c2ccccc2)n1
96.3,-7.0,96.8,-3.1,0.0,-63.0,0.0,0.0,97.9,-2.0,-2.0,Cc1cccc(NC(=S)Nc2ccc(Br)cc2)c1
101.0,-11.0,105.5,0.6,-5.0,-0.4,-4.0,-21.0,102.5,-10.0,-13.0,COc1ccc(CN2C(=O)c3ccccc3C2=O)cc1C(=O)Nc1ccc(C)cc1C
99.7,0.0,u,-6.1,0.0,-15.6,0.0,2.0,102.3,7.0,0.0,CCCCNc1c(N)n(CC(C)C)c(=O)[nH]c1=O
101.5,-5.0,110.1,4.9,-2.0,-24.6,0.0,0.0,108.1,-7.0,-3.0,CN(C)c1ccc(-c2nnn(CC(=O)NCc3ccc4c(c3)OCO4)n2)cc1
107.7,-5.0,104.5,12.1,-3.0,0.7,-3.0,-23.0,107.0,-7.0,-10.0,Cc1ccccc1N(CC(=O)NC(C)(C)C)C(=O)c1ccc(-c2ccccc2)[nH]1
101.1,-4.0,u,8.2,-5.0,-24.5,-2.0,-2.0,102.5,0.0,0.0,CCN(CC)C(=O)Oc1ccc(Cl)c2cccnc12
96.6,-6.0,103.2,1.9,-7.0,-11.0,-6.0,-4.0,98.1,-3.0,-5.0,Cc1ccc(C(=O)N/C(=C/c2ccc(F)cc2)C(=O)NCc2ccncc2)cc1
98.0,-6.0,98.3,7.3,-8.0,-2.5,-7.0,0.0,99.3,2.0,-1.0,CCC(=O)Nc1ccc(F)c(Cl)c1
109.9,-31.0,x,7.0,0.0,-30.2,-3.0,-3.0,102.5,-3.0,-6.0,Cc1c(-c2n[nH]c(=S)n2-c2ccc(Br)cc2)nnn1-c1ccc(Cl)cc1

# 11 entries from above, tab-delimited.
structure	RGS4-Gao reg	Bim-Bcl-B	RGS7-Gao reg	Mcl1-Noxa inh	Bfl-1 Bim block	Mcl1-Bid inh	Bcl-2 Bim block	Bim-Mcl-1	RGS8-Gao	Bim-Bcl-W	Bim-Bcl-XL
COc1ccc(C(=O)c2nccc3ccccc23)cc1	100.5	0.0	u	11.2	3.0	-30.4	-1.0	0.0	102.9	0.0	2.0
CCOC(=O)C1=C(C)N=C2SCCC(=O)N2C1c1ccc(C(=O)OC)cc1 (centres undefined)	102.0	-5.0	99.2	8.5	-11.0	-10.7	-3.0	-1.0	107.6	0.0	-3.0
CCN1CCN(C(=O)CS(=O)(=O)Cc2nc(-c3ccc(C)cc3)oc2C)CC1	97.9	-5.0	97.8	4.2	-11.0	-18.9	-5.0	-1.0	103.2	0.0	-2.0
COc1ccc(N/C=C/c2nc(SC)nnc2C)cc1	101.3	-8.0	u	10.1	5.0	-9.0	0.0	7.0	100.0	2.0	1.0
CC(=O)Nc1nc(N)n(-c2ccccc2)n1	98.5	-5.0	97.3	-2.6	-9.0	-6.0	-6.0	-6.0	89.7	-4.0	-8.0
Cc1cccc(NC(=S)Nc2ccc(Br)cc2)c1	96.3	-7.0	96.8	-3.1	0.0	-63.0	0.0	0.0	97.9	-2.0	-2.0
COc1ccc(CN2C(=O)c3ccccc3C2=O)cc1C(=O)Nc1ccc(C)cc1C	101.0	-11.0	105.5	0.6	-5.0	-0.4	-4.0	-21.0	102.5	-10.0	-13.0
CCCCNc1c(N)n(CC(C)C)c(=O)[nH]c1=O	99.7	0.0	u	-6.1	0.0	-15.6	0.0	2.0	102.3	7.0	0.0
CN(C)c1ccc(-c2nnn(CC(=O)NCc3ccc4c(c3)OCO4)n2)cc1	101.5	-5.0	110.1	4.9	-2.0	-24.6	0.0	0.0	108.1	-7.0	-3.0
Cc1ccccc1N(CC(=O)NC(C)(C)C)C(=O)c1ccc(-c2ccccc2)[nH]1	107.7	-5.0	104.5	12.1	-3.0	0.7	-3.0	-23.0	107.0	-7.0	-10.0
CCN(CC)C(=O)Oc1ccc(Cl)c2cccnc12	101.1	-4.0	u	8.2	-5.0	-24.5	-2.0	-2.0	102.5	0.0	0.0
